Compound activity: PubChem, several laboratories
Measles CPE = protection of cells from measles virus; Measles virus-infected cells, CPE protection, absorbance; protection (pct of control), % at 4 µM; 1.5% of 140,000 active; AID 841; in the data active = protection mostly above about 24%, no sharp cut-off; inactive = mostly below about 26%; note: some compounds called inactive have numbers as strong as hits
NPY-Y2 antag = NPY-Y2 (human) receptor antagonism. NPY-Y2 expressing cells, antagonist mode. inhibition, % at 2.7 µM. 0.99% of 140,000 active. AID 793; in the data active = inhibition above about 17%;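 note: 0% = vehicle with agonist challenge and 100% = reference antagonist with challenge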
Target sequence (P49146 whole entry, looked up): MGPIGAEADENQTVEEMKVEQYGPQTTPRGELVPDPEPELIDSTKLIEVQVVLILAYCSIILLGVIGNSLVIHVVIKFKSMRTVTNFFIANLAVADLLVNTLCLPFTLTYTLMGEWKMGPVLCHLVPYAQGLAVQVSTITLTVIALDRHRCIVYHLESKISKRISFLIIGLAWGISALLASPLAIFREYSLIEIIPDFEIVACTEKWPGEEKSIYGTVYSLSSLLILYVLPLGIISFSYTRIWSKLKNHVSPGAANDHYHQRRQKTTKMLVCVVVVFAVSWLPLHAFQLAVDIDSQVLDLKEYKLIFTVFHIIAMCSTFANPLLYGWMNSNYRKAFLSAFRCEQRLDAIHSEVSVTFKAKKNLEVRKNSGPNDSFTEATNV
GALR2 blocker = blocks the human galanin receptor 2; GALR2-expressing cells, antagonist mode; inhibition, % at 4 µM; 0.39% of 140,000 active; in the data active = inhibition above about 27%;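 note: cells stimulated with galanin 1-16 at roughly its EC80; 0% = agonist challenge control and 100% = basal control without agonist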
Target sequence (O43603 whole entry, looked up): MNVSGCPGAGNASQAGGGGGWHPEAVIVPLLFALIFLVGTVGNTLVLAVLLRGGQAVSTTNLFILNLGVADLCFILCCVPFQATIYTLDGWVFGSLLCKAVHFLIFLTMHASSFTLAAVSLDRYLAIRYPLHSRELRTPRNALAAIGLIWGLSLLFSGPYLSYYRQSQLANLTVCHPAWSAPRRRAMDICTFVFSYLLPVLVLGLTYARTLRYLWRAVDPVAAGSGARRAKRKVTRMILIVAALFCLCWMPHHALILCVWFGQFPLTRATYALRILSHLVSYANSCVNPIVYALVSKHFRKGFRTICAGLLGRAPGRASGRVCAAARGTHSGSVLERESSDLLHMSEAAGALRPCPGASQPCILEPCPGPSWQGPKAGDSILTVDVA
Yeast lifespan up = yeast lifespan extension | S. cerevisiae growth with nicotinamide, OD615; deaD strain in restrictive glucose medium | inhibition of the nicotinamide effect, % at 10 µM | 0.68% of 130,000 active;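 active = inhibition above a set limit, placed 3 SD over the median of all compounds, cut at about 26% in these data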;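 note: 0% = nicotinamide-treated wells and 100% = cells grown without nicotinamide; some compounds called inactive have numbers as strong as hits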
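Assay system: engineered S. cerevisiae DeaD replicative-lifespan strain, galactose-grown log-phase cells; Buffer or medium: CSMM-D glucose medium, restrictive; Probe or stimulus: nicotinamide 1.5 mM; Compound: single dose 10 µM compound, 0.25% DMSO; Schedule: 4 h preincubation then 48 h treatment at 30 °C; Technique: OD615 measurement.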
PTEN del growth = PTEN-deleted cell growth suppression | HCT116 PTEN-null viability, CellTiter-Glo, 60 h; stronger effect = lower value | viability, % at 10 µM | 1.2% of 140,000 active;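 active = viability at or below a set limit, 4 SD under the median of all tested compounds, cut at about 3.7% in these data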;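 note: PTEN knockout HCT116 line with beta catenin targeted HCT116 as companion control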
E-sel TNF inh = TNF alpha driven E-selectin expression inhibition; AID 1246; 0.71% of 120,000 active; HUVEC TNFa-induced E-selectin immunofluorescence, high content; inhibition, % at 2 µM;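 active = inhibition above the batch mean plus 3 SD, and confirmed as a hit on visual image review, cut at about 43% in these data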;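 note: 0% = TNF-stimulated DMSO wells and 100% = unstimulated control wells; not every result past the cut was called active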
MRP-1 activ = MRP-1 activation. H69AR cells + doxorubicin, viability rescue, CellTiter-Glo. 0.61% of 140,000 active. viability increase, % at 10 µM. AID 799;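 active = viability gain under doxorubicin at or above a set limit, the compound median plus 3 SD, cut at about 4.7% in these data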;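 note: MRP-1 overexpressing cells given doxorubicin 25 µM after compound pretreatment; 18-22 h compound pretreatment then 72 h with doxorubicin before readout; 0% = doxorubicin-only wells and 100% = vehicle-treated cells without doxorubicin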
Phagocytosis inh = blocks phagocytosis by macrophages. J774A.1 macrophage IgG-bead phagocytosis, imaging. AID 1029. 0.07% of 110,000 active. inhibition, % at 5 µM;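 active = inhibition above the mean of the plate negative controls plus 5 SD, cut at about 13% in these data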;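 note: phagocytic index as fraction of beads internalized from green versus red external bead signal; plate controls were DMSO negative control for no effect and cytochalasin-D positive control for full effect; some results beyond the cut were filed as inactive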
Yeast growth inh = chemicals that inhibit yeast BB579 growth in restrictive medium (lifespan-shortening candidates) | S. cerevisiae BB579 growth, OD615, 48 h | inhibition, % at 10 µM | 0.51% of 140,000 active | AID 804;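 active = inhibition above a set limit, 3 SD over the mean compound inhibition, cut at about 44% in these data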; note: inactives centre near -24
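Test system: S. cerevisiae DeaD strain BB579 yeast; Medium: restrictive CSMM-D medium; Compound: one dose, 10 µM compound with 0.25% DMSO; Incubation: 4 h cell preincubation, 48 h compound exposure, 30 °C humidified; Signal: OD at 615 nm; Benchmarks: amphotericin B at 10 µg/mL as positive control.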
bCat KO growth = beta-catenin-lacking colon tumor cell growth suppression. HCT116 beta-catenin knockout viability, CellTiter-Glo, 60 h; stronger effect = lower value. viability, % at 10 µM. 1.5% of 140,000 active;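 active = viability at or under a set limit, the compound median less 4 SD, cut at about 6% in these data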;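 note: 0% = Hyamine 1622 control at 20 µM and 100% = untreated cell control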
* marks the source's active call; other numbers are inactive results; . = no result given; & = joins results of further samples.

SMILES	Measles CPE	NPY-Y2 antag	GALR2 blocker	Yeast lifespan up	PTEN del growth	E-sel TNF inh	MRP-1 activ	Phagocytosis inh	Yeast growth inh	bCat KO growth
CNS(=O)(=O)c1cccc(C(=O)OCc2cc(Cl)cc3c2OCOC3)c1	8	6	0	-7	94	.	-2.0	0	-30	89
Cc1cc(SCC#N)n2nc(C)c(-c3ccc(Cl)cc3)c2n1	5	1	-2	14	90&97	-8	-1.2	0	-8	101
COc1ccc(C(c2c(NC(=O)c3ccccc3)sc(C)c2C)N2CCN(CCO)CC2)cc1 (stereo not given)	11	7	-2	4	90	.	-3.8	0	-17	91
O=C(/C=C/c1ccc(O)cc1)OCc1occc(=O)c1O[C@@H]1OC(CO)[C@@H](O)[C@H](O)[C@@H]1O (stereo not given in full)	2	0	5	-1	92	.	-0.2	.	-42	101
CCC(C)NC(=O)Cn1c(=O)n(-c2ccccc2)c(=O)c2ccc(C(=O)NCc3ccco3)cc21 (stereo not given)	5	4	-7	4	92	.	-2.4	.	-26	100
COc1ccc(CC2S/C(=C(\C#N)C(=O)NCc3ccco3)N(c3ccc(C)cc3)C2=O)cc1 (stereo not given)	9	2	-4	-3	82	19	-1.0	-3	-19	77
CCOc1ccccc1N(CC(=O)Nc1ccccc1C(=O)O)S(C)(=O)=O	22	0	9	-9	98	7	-1.3	0	-31	91
CC(NS(=O)(=O)c1ccccc1)C(c1cccs1)N1CCOCC1 (stereo not given)	5	3	-2	3	81	-17	-1.2	.	-36	97
O=C(CSc1nnc(CCCO)n1-c1ccccc1)NCCc1ccccc1	5	-1	-6	-10	104	-1	-1.9	3	-12	94
N#C/C(=C\Nc1ccccc1SC(F)(F)F)c1nc(-c2ccccc2)cs1	5	6	13	4	87	.	-0.7	-10	-40	90
Cc1ccc2c(Cl)c(C(=O)NCC3CCCO3)sc2c1 (stereo not given)	6	3	5	-27	99	-28	2.1	.	15	108
COc1cccc(N(C(=O)Cn2nnc(-c3cccs3)n2)C(C(=O)NC(C)C)c2ccc(C)o2)c1 (stereo not given)	7	2	6	-8	70	-8	-1.8	.	-12	67
Cc1ccc2cc(CN(Cc3ccco3)S(=O)(=O)c3c(C)ccc4nsnc34)c(=O)[nH]c2c1	9	0	-12	-12	56	.	-2.6	-2	-27	66
CCOc1ccccc1N1CCN(Cc2ccco2)CC1	8	2	-8	-2	95	6	-2.3	0	28	92
CCOc1ccc(OCC)c(NC(=O)CN(C)S(=O)(=O)c2cnc[nH]2)c1	22	-1	-1	11	95	1	-2.4	.	-15	98
Fc1ccc(NC(=S)N2CCCC2)cc1Cl	15	-1	4	7	96	.	-0.6	.	-31	91
COc1cc(S(=O)(=O)NCC2CCCO2)ccc1Br (stereo not given)	12	1	-8	0	.	-4	0.7	0	-32	98
CCN(CC)S(=O)(=O)c1ccc(N2CCOCC2)c(NC(=O)Cc2ccccc2F)c1	33	4	-13	-2	85	-18	-3.0	-6	-8	74
CSc1nc2nc3c(c(=O)n2[nH]1)CN(Cc1ccccc1)CC3	6	0	6	-9	84	.	-4.5	-1	-27	80
CCc1nnc(NC(=O)C2CC(=O)N(c3ccc4c(c3)OCCO4)C2)s1 (stereo not given)	6	6	2	0	107	27	-0.1	-9	-4	97
CC(NC(=O)c1ccccc1F)C(=O)O (stereo not given)	15	-2	6	-17	76	4	-1.4	.	-31	74
Cc1ccc(NC(=O)c2ccc(NCC3CCCO3)c([N+](=O)[O-])c2)cc1Cl (stereo not given)	3	-2	1	0	49	-45	-2.6	.	-2	55
Cc1ccc(OCC(=O)N/N=C/c2cccn2C)cc1	27	-1	-1	-20	98	24	0.9	.	-29	97
O=S(=O)(c1ccccc1)n1c(C(O)c2ccccn2)cc2ccccc21 (stereo not given)	11	0	12	12	92	-16	-3.3	-5	-29	91
Cc1ccc(S(=O)(=O)N(CC(O)CN2C(=O)NC(C)(C)C2=O)c2ccccc2)cc1 (stereo not given)	22	-1	0	-8	106	.	-1.2	.	-19	95
Fc1ccccc1NC(=S)N1CCN(C/C=C/c2ccccc2)CC1	17	0	10	14	97	.	-2.0	1	-14	99
Cc1cccc(S(=O)(=O)C(C#N)c2nc3ccccc3nc2N2CC(C)OC(C)C2)c1 (stereo not given)	7	-1	28*	7	84	24	-1.6	-1	-60	89
COCCn1c(SCC(=O)N(C(C)C)C(C)C)nnc1-c1cc2ccccc2cc1O	3	3	-3	-13	83	-6	-0.1	-3	-5	99
Cn1c(=O)c(-[n+]2ccccc2)c([O-])c2ccccc21	11	1	-8	-2	103	-12	-0.2	-1	0	102
CC(CC(=O)NC(C)c1ccc2c(c1)OCCO2)c1ccccc1 (stereo not given)	8	-2	4	3	96	.	1.6	-4	-46	99
O=[N+]([O-])/C=C/c1cn(Cc2ccc(Cl)cc2)c2ccccc12	2	7	12	17	1.9*	-21	-4.3	-3	-39	10
CCC1CSC(Nc2ccc(C(=O)/C=C/c3ccc(Br)cc3)cc2)=N1 (stereo not given)	7	4	-15	0	2.8*	.	-4.7	-1	-15	5.4*
O=C1CCC2(C(=O)O)Sc3ccccc3N12 (stereo not given)	5	0	9	-3	109	-4	0.1	1	-35	93
COc1ccc(C(=O)c2cnc(C(C)C)n2C)cc1	2	1	10	-11	91	-22	1.5	0	-24	93
COc1ccc(C(C)C)cc1S(=O)(=O)NCc1ccccn1	14	2	5	-4	99	-8	0.3	0	-26	93
Clc1cccc(N/N=C/c2ccncc2)c1	9	-1	-6	-9	64	4	2.3	-6	-55	67
CCOC(=O)N1CCC(NC(=O)CN2C(=O)CSc3nc(C)cc(C)c32)CC1	8	5	-14	-1	100	83*	-2.4	0	-27	92
CC(NC(=O)c1ccncc1)C(c1cccs1)N1CCOCC1 (stereo not given)	14	2	9	.	97	-15	-2.4	.	-37	93
CCn1c(C)nc([N+](=O)[O-])c1Sc1ccc(F)cc1	5	1	10	6	71	.	-3.9	-3	-28	76
CCOc1ccccc1NC1c2ccccc2C(=O)N1c1cccnc1 (stereo not given)	6	4	0	-4	93	.	-0.6	0	-34	88

3 compounds from above, arranged by heavy-atom count, descending:
SMILES	Measles CPE	NPY-Y2 antag	GALR2 blocker	Yeast lifespan up	PTEN del growth	E-sel TNF inh	MRP-1 activ	Phagocytosis inh	Yeast growth inh	bCat KO growth
COCCn1c(SCC(=O)N(C(C)C)C(C)C)nnc1-c1cc2ccccc2cc1O	3	3	-3	-13	83	-6	-0.1	-3	-5	99
Fc1ccccc1NC(=S)N1CCN(C/C=C/c2ccccc2)CC1	17	0	10	14	97	.	-2.0	1	-14	99
O=C1CCC2(C(=O)O)Sc3ccccc3N12 (stereo not given)	5	0	9	-3	109	-4	0.1	1	-35	93

(cont.)
SMILES	Measles CPE	NPY-Y2 antag	GALR2 blocker	Yeast lifespan up	PTEN del growth	E-sel TNF inh	MRP-1 activ	Phagocytosis inh	Yeast growth inh	bCat KO growth
Cc1cc(C(=O)Nc2cccc(C(=O)O)c2)oc1C	6	8	3	-4	87	-23	-1.0	-1	-11	89
CCOC(=O)C(=CNc1ccc(NC2=NCC(C)S2)cc1)C(=O)OCC (stereo not given)	7	2	33*	2	82	.	-3.1	-1	-14	89
COc1ccc(/C(C)=C2\SC(=S)N(CCC(=O)O)C2=O)cc1	7	13	-3	-3	93	8	-0.6	-1	-24	78
CC1CCN(C(=O)Cc2nn(C)c(=O)c3ccccc23)CC1	3	2	5	-12	91	5	-1.6	-1	-17	90
CC1=CC(C)(C)NC(=S)N1c1ccc(C)cc1	13	1	6	.	90	14	2.0	.	-14	89
Cc1onc(-c2ccccc2Cl)c1C(=O)NCc1nc(-c2ccccc2)no1	5	2	2	-9	89	-42	0.1	-1	14	91
COc1ccccc1NCCC#N	6	4	-7	-6	99	-16	-1.7	0	-22	101
Fc1ccc(CNCc2cccc(Br)c2)cc1	18	7	13	6	102	.	-0.9	-3	-4	92
CCC(C)c1ccccc1NC(=O)c1cccnc1 (stereo not given)	11	3	-10	-11	95	0	-0.7	.	-45	95
COC(=O)c1c(NC(=O)/C=C/c2ccc3c(c2)OCO3)sc(C)c1C	4	4	-14	0	59	.	-4.1	.	-18	86
Cc1ccc(Oc2ccc(NC(=O)CCC(=O)OCC(=O)c3cccs3)cc2)cc1C	18	4	0	-5	93	-13	-2.1	-4	-46	101
CC1(C)NC(=O)N(c2ccccc2Cl)C1(C)NO (stereo not given)	5	1	5	-11	98	-37	0.7	-1	-12	106
CN(CC(=O)N1CCN(c2cccc(Cl)c2)CC1)S(=O)(=O)c1cnc[nH]1	8	2	-2	1	95	-9	-1.9	-4	-10	88
COc1ccccc1NC(=O)C1C2CCCCC21 (stereo not given)	16	7	2	-4	100	-42	-0.9	0	13	112
CNC(=O)C1CC(=O)N(c2ccc(C)cc2)C1 (stereo not given)	5	0	0	-3	107	-28	-0.6	0	-22	101
Cc1ccc2c(c1)NC(=O)C(CC(=O)NCCCN1CCN(c3cc(Cl)ccc3C)CC1)O2 (stereo not given)	4	12	8	-3	7	-4	-4.6	0	-11	5.8*
COc1cc(C=O)ccc1OCCSc1ccc(C)cc1	13	5	1	1	98	-5	0.8	0	-19	92
CCCCC(=O)OCC(=O)c1[nH]c(C)c(C(=O)OCC)c1C	1	2	3	-3	105	20	0.3	0	-36	96
CCc1cc(OCCCCNCc2ccccc2)ccc1Cl	2	12	4	-9	42	-8	-4.3	-3	32	23
Cc1ccc(C(=O)Nc2c(C(=O)NCc3ccco3)cnn2-c2ccccc2)cc1	16	-1	-4	-1	102	4	-3.2	-2	-30	102
O=c1c(S(=O)(=O)c2ccc(Cl)cc2)cn(Cc2cccc(F)c2)c2ccc(F)cc12	7	1	-12	-5	58	.	-0.4	-4	13	52
COC(=O)c1cc(OC)c(OC)cc1NCC(=O)Nc1cccc(C(F)(F)F)c1	18	2	1	-6	69	.	-1.7	-2	-3	76
Cn1c(CNC(=O)c2ccccc2)nnc1SCC(=O)N1CCN(c2ccccc2)CC1	20	8	-7	.	99	-29	-1.9	.	-8	92
CC(C)(C)OC(=O)N1CCNc2ccccc2C1	14	-2	-2	0	100	.	0.5	-2	-29	93
Cc1ccc(-c2nnn(C(C)C(=O)N3c4ccccc4CCc4ccccc43)n2)cc1 (stereo not given)	3	16	-6	.	76	0	3.0	.	-34	70
O=C(CCSc1ccccc1)Nc1nc2c(s1)COc1ccccc1-2	3	5	4	-8	70	.	-1.8	-1	1	76
Cc1nn(-c2ccccc2)c(Cl)c1/C=C/C(=O)c1ccccc1	6	3	1	-18	4	15	-2.8	0	-58	8
CC(Oc1ccc(Br)cc1)C(=O)N1CCc2ccccc21 (stereo not given)	12	4	6	-2	91	-15	-2.0	.	-37	88
O=C(CNCC1CCCO1)Nc1ccccc1N1CCOCC1 (stereo not given)	6	2	2	-5	94	17	-1.4	-1	-11	92

Not a hit list, and some 6.2% of all compounds hit somewhere here.
